CHO-K1 Ca ag = counter-screen for M1 agonists: effect in parental CHO-K1 cells | Fluo-8 calcium fluorescence; scaled to maximal ATP response, vehicle zero | activation, % at 3 µM | actives 0.48% (n = 360,000) | AID 602248, 2012; in the data active means activation above about 15%;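 further: untransfected CHO-K1 host cells lacking M1 receptor as counterscreen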
TAAR1 antag = human TAAR1 antagonists, primary screen, Fluo-8 calcium fluorescence, CHO RD-HGA16 cells; antagonist; inhibition, % at 3 µM; actives 1.5% (n = 360,000);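 active means inhibition above a per-plate cutoff, the mean inhibition of test compounds on that plate plus 3 SD, cut at about 49% in these data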;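 further: 0% = DMSO plus EC80 beta-PEA response and 100% = DMSO alone without agonist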
Target sequence (Q96RJ0 whole entry, looked up): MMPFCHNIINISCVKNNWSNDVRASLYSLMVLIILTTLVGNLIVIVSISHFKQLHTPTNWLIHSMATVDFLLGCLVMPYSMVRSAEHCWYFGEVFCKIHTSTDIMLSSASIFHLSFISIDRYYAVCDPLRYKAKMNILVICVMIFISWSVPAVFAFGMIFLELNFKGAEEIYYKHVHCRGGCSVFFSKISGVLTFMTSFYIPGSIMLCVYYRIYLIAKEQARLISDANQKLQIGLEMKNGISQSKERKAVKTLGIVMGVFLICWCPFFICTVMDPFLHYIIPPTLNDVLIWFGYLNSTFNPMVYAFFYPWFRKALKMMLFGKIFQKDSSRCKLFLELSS
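Test system: hTAAR1-expressing CHO RD-HGA16 cells, Gα16-coupled; Probe or stimulus: EC80 β-phenethylamine stimulus; Compound dosing: single nominal final test compound concentration of 3 µM; Timing: 140 s kinetic read after compound, 140 s after agonist; Signal: Fluo-8 calcium-sensitive fluorescence; Measure: % inhibition of agonist calcium response; Controls: DMSO and EC80 PEA controls.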
OXTR potentiate = human OXTR potentiators, primary screen, fluorescence, CHO-OTR cells, Fluo-8 calcium | activation, % at 3 µM | Oxytocin receptor (Homo sapiens), P30559 | Fluo-8 calcium fluorescence, potentiator mode; 0% = oxytocin EC15, 100% = EC100 | actives 0.061% (n = 320,000);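 active means activation above that plate's cutoff, the mean activation of tested compounds plus 3 SD, cut at about 6.6% in these data, passing the limit was not always enough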;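 further: 100% uses oxytocin at 75 nM as the full agonist control; some results filed as inactive read as strong as hits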
Target sequence (P30559 whole entry, looked up): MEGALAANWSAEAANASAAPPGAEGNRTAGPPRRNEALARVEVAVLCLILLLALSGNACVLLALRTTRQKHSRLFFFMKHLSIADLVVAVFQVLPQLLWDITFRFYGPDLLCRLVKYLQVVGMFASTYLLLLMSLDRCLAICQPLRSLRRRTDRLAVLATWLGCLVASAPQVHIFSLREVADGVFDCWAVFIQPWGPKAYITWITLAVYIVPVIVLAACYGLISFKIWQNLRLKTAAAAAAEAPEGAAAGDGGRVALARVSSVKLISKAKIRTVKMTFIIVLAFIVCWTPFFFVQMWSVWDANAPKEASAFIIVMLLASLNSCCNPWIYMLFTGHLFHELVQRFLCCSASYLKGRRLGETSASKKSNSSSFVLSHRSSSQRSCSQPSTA
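Assay system: CHO cell line stably expressing human OTR. Reagent: EC15 oxytocin agonist. Dosing: single dose, 3.0 µM nominal final compound concentration. Timing: compound 6 min at room temperature before oxytocin, 100 s read. Signal: kinetic Fluo-8 calcium fluorescence. Controls: oxytocin EC15 low and EC100 high.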
M1 PAM parental = nonselective calcium activators in parental CHO-K1 cells, primary screen, counter-screen for M1 PAM project, cell-based, Fluo-8 calcium fluorescence, full deck, 1536-well; ATP EC20; 0% at ATP EC20, 100% at ATP max; activation, % at 3 µM; actives 0.02% (n = 360,000); AID 602247, 2012;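 active means activation above the run cutoff, the mean activation of all test compounds plus 3 SD, cut at about 40% in these data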;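 further: peak over basal fluorescence ratio in a 140 s read after ATP addition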
CHO-K1 Ca antag = nonselective inhibitor or artifact in parental CHO-K1 cells | inhibition, % at 3 µM | AID 602250 | ATP-induced calcium, Fluo-8 fluorescence | actives 0.6% (n = 360,000);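 active means inhibition above a per-plate cutoff, the plate's mean sample inhibition plus 3 SD, cut at about 24% in these data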;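 further: 0% = DMSO plus EC80 ATP and 100% = DMSO alone without ATP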
CHO parental Ca = ATP-evoked calcium signal inhibitors, parental CHO, primary screen, counter-screen for OX1R antagonist project, cell-based, fluorescence, Fluo-8 calcium dye | parental CHO-K1, ATP-induced calcium, Fluo-8 fluorescence | inhibition, % at 5.6 µM | actives 0.63% (n = 330,000) | AID 463079, 2010;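 active means inhibition above that plate's mean sample inhibition plus 3 SD, cut at about 26% in these data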;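 further: 0% = ATP-challenged DMSO wells and 100% = DMSO wells without ATP; some compounds past the cut are filed as inactive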
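Test system: untransfected parental CHO cell line. Compound: one dose, 5.6 µM nominal. Detection: intracellular calcium via Fluo-8 no-wash fluorescent dye. Measure: % inhibition. Benchmarks: ATP-challenged DMSO wells low, unchallenged DMSO wells high.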
TAAR1 agonist = human TAAR1 agonists, primary screen, Fluo-8 calcium fluorescence, CHO RD-HGA16 cells. vehicle wells 0%, saturating PEA agonist 100%. activation, % at 3 µM. actives 0.99% (n = 360,000);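 active means activation above the mean activation of all test compounds in the run plus 3 SD, cut at about 38% in these data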
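Assay system – CHO-derived RD-HGA16 cells with stable Gα16 and human TAAR1 · Compound dosing – one-point dosing at 3 µM (nominal) · Incubation – 17-24 h seeding, 75 min 37 °C dye, 30 min RT · Measured by – kinetic Fluo-8 calcium fluorescence · Control set – DMSO vehicle as 0%, PEA at EC100 as 100% · Repeats – single well for each compound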
CHRM1 agonist = human M1 muscarinic receptor agonists, primary screen, Fluo-8 calcium fluorescence, CHO-K1 cells, HTS. Muscarinic acetylcholine receptor M1 (Homo sapiens), P11229. CHO-K1 hM1, agonist mode; 0% DMSO, 100% acetylcholine EC100. activation, % at 3 µM. actives 0.33% (n = 360,000);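 active means activation above the run's mean compound activation plus 3 SD, cut at about 16% in these data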;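 further: peak over basal fluorescence ratio within a 140 s kinetic read after compound addition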
V1aR counter = agonists of human V1a receptor, primary screen, counter-screen for OXTR agonist project, fluorescence, CHO-V1R cells. Vasopressin V1a receptor (Homo sapiens), P37288. Fluo-8 calcium fluorescence, agonist mode; 0% DMSO, 100% 3 nM vasopressin. activation, % at 3 µM. actives 0.25% (n = 320,000). AID 2797, 2010;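 active means activation above the mean activation of all tested compounds plus 3 SD, per screening run, cut at about 20% in these data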;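 further: signal is peak over basal fluorescence ratio across a 100 second FLIPR read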
* marks the source's active call; other numbers are inactive results; / = not tested or not shown.

SMILES	CHO-K1 Ca ag	TAAR1 antag	OXTR potentiate	M1 PAM parental	CHO-K1 Ca antag	CHO parental Ca	TAAR1 agonist	CHRM1 agonist	V1aR counter
COc1ccccc1/C=C/C=C(\C#N)C(=O)NC(C)c1ccccc1 (configuration not stated)	-0.1	3	-1	-19	2	-22	4	1	1.2
CCOC(=O)C1CCCN(C(=O)c2ccc(-c3ccccc3)cc2)CC1 (configuration not stated)	2.6	1	/	16	-14	/	1	-3	/
COc1ccc(C(=O)NC(C)c2ccc(-n3ccnc3)cc2)cc1S(=O)(=O)N1CCOCC1 (configuration not stated)	-0.1	-11	/	-20	6	/	2	-6	/
Cc1ccc(Sc2c(CO)c(-c3ccccc3)nn2C)cc1	3.5	15	-7	-17	20	-3	0	1	4.1
COc1ccccc1-c1nnc2n1N=C(c1ccc(OC(F)F)c(OCC3CC3)c1)CS2	0.3	41	1	4	-14	-17	2	-13	2.7
COc1ccc(NC(=O)c2nnn(CC(=O)Nc3ccc4c(c3)OCO4)c2N)cc1OC	0.1	-20	-5	11	-13	-1	0	-4	-0.7
O=S1(=O)c2ccccc2N=NN1Cc1ccc(Cl)cc1	-0.3	4	-11	-1	8	-12	15	-5	1.9
COc1c(C)cc(C(O)c2ncc(-c3ccccc3C(F)(F)F)[nH]2)cc1C (configuration not stated)	2.7	-4	/	6	-1	/	2	-2	/
Cc1cc2ncn(C(=O)c3cc(-c4ccccc4)nc4ccccc34)c2cc1C	0.6	3	-12	18	-14	-9	1	-1	0.1
O=C(NNc1ccccc1)C(=O)NNS(=O)(=O)c1ccc(CCCl)cc1	0.8	-5	-4	23	-14	-4	1	-2	0.0
COc1ccc(/C=N/n2c(=O)[nH]c3c([nH]c4ccc(F)cc43)c2=O)cc1CN1CCCCC1	1.1	-19	0	25	-9	-12	0	-8	-0.8
O=C(O)c1cccc(Nc2ccc([N+](=O)[O-])cn2)c1	0.4	3	2	-7	2	2	-1	-5	0.9
COc1ccc(/C=C2/S/C(=N/S(=O)(=O)Cc3ccccc3)NC2=O)cc1OC	0.2	-22	1	15	-11	-15	-2	1	0.4
CCOC(=O)C1=C(COC(=O)COc2ccc(C(=O)CC)cc2)NC(=O)NC1C (configuration not stated)	17*	40	-17	-11	12	18	14	4	8.9
O=C(CN1CCN(c2ccccn2)CC1)N1c2ccccc2CCc2ccccc21	1.2	-6	4	-5	6	-17	10	-7	0.2
COC(=O)N/N=C/c1cc(Cl)cc(Cl)c1OCc1ccccc1F	1.3	-14	2	27	-9	-15	-1	-8	-0.8
COc1cc(C2NC(=O)NC(C)=C2C(=O)OC2CCCC(C)C2)cc(Br)c1O (configuration not stated)	0.4	3	0	21	-10	-16	0	-6	1.3
CCCOC(=O)CC1C(=O)NCCN1Cc1ccccc1C (configuration not stated)	-0.1	-17	1	6	-10	-5	3	-2	-0.3
O=C(NC1CCCc2ccccc21)c1ccc(=O)[nH]c1 (configuration not stated)	-0.2	-9	1	11	4	-5	6	-3	0.6
CC1(C)Cc2c(ccc3ccccc23)C2=C(C(=O)N3CCCC3)C(=O)C(=O)N21	-0.4	-67	/	27	-22	/	6	0	/
O=C(NCc1ccc2c(c1)OCO2)C(=O)NCC1OCCN1S(=O)(=O)c1ccccc1 (configuration not stated)	7.2	-16	1	-6	9	-11	2	-4	0.2
O=C(OCC#CCSc1nnc(-c2cccc3ccccc23)o1)c1ccc(Cl)cc1	-0.6	-7	-4	0	3	-20	4	0	3.8
Cc1ccc(C(C(=O)NC2CCCC2)N(Cc2cccs2)C(=O)c2csnn2)o1 (configuration not stated)	1.5	-5	4	-23	8	-16	12	-2	-1.2
C=CCNC(=O)Nc1ccc(OCC)cc1	0.7	-7	-7	24	-11	-4	2	-5	-0.6
Cc1onc(-c2ccccc2Cl)c1C(=O)Nc1nc2ccc(S(C)(=O)=O)cc2s1	3.4	12	-11	11	2	-15	17	1	4.9
The results go on:
SMILES	CHO-K1 Ca ag	TAAR1 antag	OXTR potentiate	M1 PAM parental	CHO-K1 Ca antag	CHO parental Ca	TAAR1 agonist	CHRM1 agonist	V1aR counter
CC(C)CC1(C(=O)NCCc2c[nH]c3ccccc23)C=CCN1C(=O)c1ccccc1 (configuration not stated)	0.2	5	-16	22	-15	-12	13	-8	-0.6
CCOc1ccc(CNC(=O)c2ccc3c(c2)N(CC)CCS3)cc1	0.9	-10	-3	-4	7	-10	-3	-8	-0.4
O=C(NCCc1ccc(OC(F)F)cc1)C1CC(=O)N(c2ccc3c(c2)OCCO3)C1 (configuration not stated)	1.9	12	-7	19	-12	-15	0	-4	2.2
CCOC(=O)C1(Cc2cccc(OC)c2)CCN(Cc2cccc3cnccc23)CC1	0.9	-19	-5	1	-1	-32	0	-10	0.1
C[C@@H]1CCC[C@@]2(O[C@@H](CCO)C[C@H](O)[C@H]2O)O1	0.2	6	-7	8	-4	-6	2	-2	-0.1
O=[N+]([O-])c1cccc(NC(=S)N2CCOCC2)c1	3.7	9	-8	19	-11	11	1	-1	0.6
Oc1ccc(CN2CCCc3ccccc32)c2cccnc12	2.9	/	-17	20	-17	-12	/	-4	-1.1
COc1cc(C2Nc3ccccc3NC3=C2C(=O)CC(C)(C)C3)cc(OC)c1OC(C)=O (configuration not stated)	0.2	-10	-4	-14	0	4	2	-4	0.9
Cc1ccc(N(NC(=O)C(O)(c2ccccc2)c2ccccc2)C(=O)CCl)cc1	1.0	-23	-8	9	-2	-5	4	-8	0.2
C#CC(CC)(CC)NC(=O)c1cc(S(=O)(=O)N2CCCCC2)ccc1N1CCOCC1	-0.1	10	/	17	-5	/	-2	-6	/
CC(C)(C)NC(=O)C1N(c2cccnc2)C(=O)C2C(C(=O)Nc3ccccc3F)C3(C)C=CC21O3 (configuration not stated)	0.2	-6	-12	-3	3	-6	17	1	0.6
O=C(O)CC12CC3CC(C1)CC(n1ncc(NCc4ccccc4Cl)c(Cl)c1=O)(C3)C2	0.5	-11	-5	8	-10	-10	10	-2	-1.1
CCOC(=O)C1(Cc2ccc(Cl)cc2)CCN(C(=O)c2ccoc2)CC1	7.9	9	0	11	-6	-14	2	-5	-1.3
Cc1sc2ncnc(SCC(=O)N3CCCC3)c2c1C	1.5	-3	-3	21	-6	-9	9	-5	1.0
O=C(O)CC(NC(=O)C12CC3CC(CC(C3)C1)C2)c1cc([N+](=O)[O-])ccc1Cl (configuration not stated)	0.5	-17	-14	-6	-8	-9	3	-2	0.5
CC(=O)NCCOC(=O)Nc1ccncc1	-0.3	3	-3	1	4	17	12	-3	0.1
COc1cccc(NC(=S)NC(=O)c2c(Cl)c(C)nn2C)c1	0.2	-9	-9	17	-3	-23	1	-10	0.1
COCCn1c(N2CCN(c3ccc(OC)cc3)CC2)nc2c1c(=O)n(C)c(=O)n2C	0.4	1	-7	4	-3	-7	2	-3	-0.3
O=C(NNC(=O)C1CC=CCC1C(=O)O)c1ccc(Cl)cc1 (configuration not stated)	0.2	2	-10	4	9	-6	8	-8	1.0
CC(C)C[C@@H](CN1CCC[C@H]1CN1C(=O)C(=O)NC[C@@H]1Cc1ccccc1)N1C[C@H](Cc2ccccc2)N(CC2CCCCC2)C(=O)C1=O	0.2	-21	/	5	-10	/	-1	/	/
C=C(C)C1CC=C(C)/C(=N\NC(=O)CCc2ccccc2)C1 (configuration not stated)	-0.2	-9	1	-15	19	-9	2	-4	-1.6
Cc1c(S(=O)(=O)N2CCCC(C)C2)c(=O)n(C)c(=O)n1C (configuration not stated)	2.8	10	5	16	-1	-5	-1	-3	-0.4
CCOc1ccccc1OCCCC(=O)N1CCN(S(=O)(=O)c2cc(F)ccc2F)CC1	-0.2	10	/	-18	28*	/	2	-4	/
O=C(Cc1ccccc1)Nc1cccc(-c2nnc(-c3ccco3)o2)c1	3.7	35	-8	19	-10	-24	22	-3	2.4
COc1ccc(C(=O)C[n+]2ccc3c(c2)nnn3-c2ccccc2)cc1	0.4	-11	-2	0	-15	-3	1	-8	-0.5

Quoted at random: two entries already listed
SMILES	CHO-K1 Ca ag	TAAR1 antag	OXTR potentiate	M1 PAM parental	CHO-K1 Ca antag	CHO parental Ca	TAAR1 agonist	CHRM1 agonist	V1aR counter
Cc1c(S(=O)(=O)N2CCCC(C)C2)c(=O)n(C)c(=O)n1C (configuration not stated)	2.8	10	5	16	-1	-5	-1	-3	-0.4
CCOc1ccc(CNC(=O)c2ccc3c(c2)N(CC)CCS3)cc1	0.9	-10	-3	-4	7	-10	-3	-8	-0.4

Following part.
SMILES	CHO-K1 Ca ag	TAAR1 antag	OXTR potentiate	M1 PAM parental	CHO-K1 Ca antag	CHO parental Ca	TAAR1 agonist	CHRM1 agonist	V1aR counter
O=C(C[n+]1ccccc1)N/N=C/c1ccc(Cl)c(Cl)c1	0.7	-19	-4	1	-7	-12	2	-11	0.4
C/C(=N/NC(=O)CN1CCN(Cc2ccccc2Cl)CC1)c1cccs1	0.4	10	-7	-6	2	-13	5	-6	2.3
O=C(Cn1c(=O)oc2cc(S(=O)(=O)N3CCCC3)ccc21)NC1CCCCC1	0.8	-8	-6	18	4	-6	3	-8	3.3
CCC(CO)NS(=O)(=O)c1cc(-c2nn(C)c(=O)c3ccccc23)ccc1C (configuration not stated)	0.4	4	8	23	-6	-20	7	-1	2.0
Cc1ccc(N2CN(Cc3cccnc3)CNC2=S)c(C)c1	0.4	-2	-6	12	-4	-1	0	-4	0.5
CCN(CC)S(=O)(=O)c1cc(NC(=O)COC(=O)Cn2cnc3ccccc32)ccc1C	0.4	10	-4	7	6	-7	3	-7	0.2
Cc1cc(C)nc(SCCn2c(N3CC(C)OC(C)C3)nc3c2c(=O)n(C)c(=O)n3C)n1 (configuration not stated)	0.7	-1	-16	11	-8	-14	0	-5	1.4
CC(C)CN(C(=O)COC(=O)c1ccc(Cl)c(N)c1)c1c(N)n(Cc2ccccc2)c(=O)[nH]c1=O	1.5	-33	0	-3	1	-22	3	-2	-0.5

Screening results deposited in PubChem BioAssay by The Scripps Research Institute Molecular Screening Center.
